# RECQ1 inh: inhibitors of human RECQ1 DNA helicase; RECQ1 DNA unwinding, red fluorescence kinetic read; Potency, µM (series often up to 57.3 µM), without a hit: at the top dose activity, negative = inhibition, actives largely listed as inhibitors; actives 0.54% (n = 240,000);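 further: plate controls were vehicle for no effect and no enzyme for full effect; nearly all actives have a fitted effect of over 30% in size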
#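 RECQ1T1 50 nM; forked duplex (20 bp + 30-nt ss tails) 200 nM, ATP 2 mM final; pH 8.0, 2 mM MgCl2, 2.5 ug/ml poly(dI-dC); 15 min compound preincubation; discontinuous kinetic read over 2 h at RT.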
# L3MBTL1 block: L3MBTL1 (human) inhibition; Q9Y468; AlphaScreen L3MBTL1–H3K9me1 peptide binding; Potency, µM (doses to about 57.1 µM), inactives show at the highest dose activity, negative = inhibition, usual class: inhibitors; actives 0.66% (n = 230,000); further: on the % scale 0 is the no-effect control and ±100 the full control effect; nearly all actives have a fitted effect of over 60% in size
# Target sequence (Q9Y468 whole entry, looked up): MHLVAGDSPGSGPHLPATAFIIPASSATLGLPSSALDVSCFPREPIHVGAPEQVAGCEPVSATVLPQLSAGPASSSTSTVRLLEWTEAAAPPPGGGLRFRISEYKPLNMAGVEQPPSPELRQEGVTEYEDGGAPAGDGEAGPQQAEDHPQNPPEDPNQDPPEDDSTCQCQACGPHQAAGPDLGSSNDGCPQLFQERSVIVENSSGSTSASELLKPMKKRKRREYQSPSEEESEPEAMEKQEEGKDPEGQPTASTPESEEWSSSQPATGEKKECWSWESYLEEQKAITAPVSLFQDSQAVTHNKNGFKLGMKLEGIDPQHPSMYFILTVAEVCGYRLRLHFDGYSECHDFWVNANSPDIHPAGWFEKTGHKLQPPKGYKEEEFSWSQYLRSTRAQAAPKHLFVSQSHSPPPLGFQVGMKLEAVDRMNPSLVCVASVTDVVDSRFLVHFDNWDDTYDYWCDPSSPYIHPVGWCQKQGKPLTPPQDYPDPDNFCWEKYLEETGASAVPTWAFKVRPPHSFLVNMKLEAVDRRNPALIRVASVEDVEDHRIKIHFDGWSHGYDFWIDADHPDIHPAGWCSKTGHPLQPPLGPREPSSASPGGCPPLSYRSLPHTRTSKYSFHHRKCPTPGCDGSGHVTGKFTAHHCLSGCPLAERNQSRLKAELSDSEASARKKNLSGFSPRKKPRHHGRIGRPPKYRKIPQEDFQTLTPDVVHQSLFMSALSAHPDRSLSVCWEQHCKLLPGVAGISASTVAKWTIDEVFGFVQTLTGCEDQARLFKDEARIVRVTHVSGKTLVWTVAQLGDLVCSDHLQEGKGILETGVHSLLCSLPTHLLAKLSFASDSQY
#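 Displacement of a biotinylated histone H3(1-15) peptide monomethylated at Lys9 (75 nM) from L3MBTL1 (50 nM) was measured by AlphaScreen after a 30 min room-temperature compound incubation; cefsulodin titration served as intraplate control.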
# Tau fibril FP: inhibitors of human tau fibril formation; P10636; K18 P301L tau heparin fibrillization, Alexa594 FP, 6 h; Potency, µM (highest dose often 57.7 µM), inactives show top-dose activity, negative = inhibition, most hits filed as inhibitors; actives 0.39% (n = 280,000); further: on the % scale 0 is the no-effect control and ±100 the full control effect; nearly all actives have a fitted effect of over 55% in size
# Target sequence (P10636 561-689 P618L limits assumed): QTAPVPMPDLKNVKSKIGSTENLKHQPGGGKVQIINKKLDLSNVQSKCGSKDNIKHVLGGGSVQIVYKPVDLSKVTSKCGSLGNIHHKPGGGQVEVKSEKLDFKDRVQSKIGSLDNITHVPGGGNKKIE
#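 Quantitative HTS format: compounds meet 15 uM recombinant K18 P301L tau and Alexa 594-tau tracer in 100 mM sodium acetate pH 7; 20 uM heparin triggers fibrillization at 37 C over 6 hr; FP gives the signal.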
# TexasRed fluor: counter-screen for TRb-SRC2 inhibitors: fluorescence interference; TRb/SRC2 Texas Red total fluorescence interference; Potency, µM (series often up to 106 µM), for inactives: top-dose fluorescence change, negative = quenching; actives 0.29% (n = 280,000); AID 1479; active means well fitted curve in either direction with a large enough effect; inconclusive means small, poorly fitted or top-dose-only effect; further: on the % scale 0 is the no-effect control and ±100 the full control effect
#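 Human TRb ligand-binding domain at 0.6 uM with 20 nM Texas Red SRC2 peptide in Tris buffer containing 1 uM T3 and 5% DMSO, incubated with compound 5 h at ambient temperature. Total fluorescence (555/632 nm) calculated as parallel + 2 × perpendicular.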
# HTT cytoprotect: protects HTT-Q103 PC12 cells, measured by ATP | PC12 HTT-Q103 induced, cytoprotection, ATP luminescence, 40 h | Potency, µM (doses to about 56.4 µM), inactives show cytoprotection (ATP increase), most hits filed as activators | actives 0.14% (n = 230,000);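 further: % of control where 0% means no effect; nearly all actives have a fitted effect of over 45% in size; toxic huntingtin expression switched on by the ecdysone agonist tebufenozide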
#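 Quantitative HTS on tebufenozide-induced (100 nM) PC12 cells expressing HTTQ103 exon 1–GFP; compounds tested as a concentration series; survival measured via cellular ATP.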
# Tau fluor cs: counter-screen for tau fibril formation inhibitors. tau K18 P301L Alexa594 fluorescence, heparin fibrillization. actives 0.93% (n = 280,000). AID 1463. Potency, µM (titrated, usually from 57.7 µM), for the others: top-dose activity change, negative = decrease; further: on the % scale 0 is the no-effect control and ±100 the full control effect; nearly all actives have a fitted effect of over 55% in size
#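 Human K18 P301L tau (15 uM unlabeled plus 0.24 uM Alexa 594-labeled, final) in 100 mM sodium acetate pH 7 was mixed with compound and 20 uM heparin and incubated 6 hr at 37 C.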
# Tau fibril ThT: blocks human tau fibril formation measured by thioflavin T; Potency, µM (highest dose often 57.4 µM), for the others: top-dose activity, negative = inhibition, usual class: inhibitors; recombinant tau K18 P301L (four-repeat tau fragment), heparin-induced fibrillization, ThT fluorescence; actives 2.1% (n = 270,000); AID 1460; P10636; further: on the % scale 0 is the no-effect control and ±100 the full control effect; nearly all actives have a fitted effect of over 55% in size
#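 In this qHTS, human K18 P301L tau is incubated with compound and heparin for 6 hr at 37 C, and Thioflavin T fluorescence then reports fibril load.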
# TRb-SRC2 inh: inhibitors of human thyroid hormone receptor beta-SRC2 interaction. P10828. TRbeta-SRC2 peptide binding, fluorescence polarization; receptor liganded with 1 µM T3. Potency, µM (series often up to 106 µM), for the others: at the highest dose activity change, negative = inhibition, most hits filed as inhibitors. actives 0.065% (n = 280,000). AID 1469;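 further: plate controls were bound peptide for no effect and peptide without receptor for full effect; nearly all actives have a fitted effect of over 50% in size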
#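 Each compound concentration gave % activity, normalized to unbound and bound Texas Red SRC2 controls, from polarization read after 5 hr ambient incubation with T3-loaded human TRb LBD.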
# The depositor's hits bear a star; i = inactive; ? = inconclusive; · = no result given; & = joins results of further samples; [ ] = dose if it differs, or a comment. Unless noted, the call rests on the fitted dose curve; in most records, active means well fitted curve in the direction sought with a large enough effect; inconclusive means small, poorly fitted or top-dose-only effect, or another doubt; inactive means no such curve, though single readings can be large; an effect the other way counts as inactive or inconclusive. Potency means the concentration at half of the fitted maximal effect. A portion of the library. The share of hits here may be higher or lower than overall.
smiles,RECQ1 inh,L3MBTL1 block,Tau fibril FP,TexasRed fluor,HTT cytoprotect,Tau fluor cs,Tau fibril ThT,TRb-SRC2 inh
CCc1ccccc1NC(=O)C1(S(=O)(=O)c2ccc(Cl)cc2)CC1,·,·,-4%,-2%,·,-9%,-2%,12%
Cc1ccc(C(C)C)c(OCC(=O)NN=C2CCCCCCC2)c1,-11%,2%,-3%,-1%,7%[10 µM],2%,-6%,-4%
CCC/C=C(\CCC)C(NC(=O)Cc1ccccc1)c1ccc(C(=O)OC)cc1 (configuration not stated),-8%&-12%,6%,1%&-9%,0%&-6%,-34%[inhibitor],-11%&-12%,-9%&-12%,-3%&1%
CN(C)S(=O)(=O)c1ccc(NC(=O)COc2ncnc3sccc23)cc1,-19%,18%,-4%,-5%,-21%,-15%,6%,-2%
O=C(NCc1nnc2c3ccccc3c(-c3ccccc3)nn12)c1ccccc1Cl,i,3%,-6%,-1%,30%[0.074 µM],5%,-2%,1%
COc1ccc(OCC(=O)Nc2cc(OC)cc(OC)c2)cc1,-6%,-3%,1%,-1%,-4%,1%,-10%,-5%
COc1cc(/C=C(\C#N)C(N)=O)ccc1OCc1c(C)no[n+]1[O-],-3%,55%[activator],-7%,-11%,-13%[10 µM],-9%,-9%,-13%
Cc1ccc(O)c(-c2cc(C(=O)NCc3ccncc3)[nH]n2)c1,-10%,0%,-1%,3%,-12%,-7%,-2%,1%
CC(C)c1ccc(NC(=O)Cn2nnc(C(=O)NCc3cccs3)c2N)cc1,·,·,6%,-4%,·,-17%,1%,-5%
COC(=O)C1CCN(C(=O)Cc2ccc(OC)c(OC)c2)CC1,10%,1%,11%,1%,-5%[10 µM],-1%,-8%,0%
O=C(CSC1CC(=O)N(c2ccc(C(=O)O)cc2)C1=O)Nc1ccc(Cl)cc1 (configuration not stated),i,-2%,-8%,-3%,·,6%,?,2%
O=C(OCc1cc(=O)n2cc(Br)ccc2n1)c1ccc(Cl)c(S(=O)(=O)NCc2ccccc2)c1,i,-1%,-4%,-1%,·,-23%,0%,5%
O=C(CSc1ccc(F)cc1)NC12CC3CC(CC(C3)C1)C2,i,?,-8%,-2%,-12%[1.9 µM],-11%,-11%,-1%
CCCCCCCCCn1cc(C(C)=O)c(=O)[nH]c1=O,-9%,5%,-1%,1%,13%,2%,0%,-4%
CCOC(=O)c1cccc(NC(=O)c2cccnc2)c1,-10%,5%,2%,0%,-1%,-2%,5%,-20%

smiles,RECQ1 inh,L3MBTL1 block,Tau fibril FP,TexasRed fluor,HTT cytoprotect,Tau fluor cs,Tau fibril ThT,TRb-SRC2 inh
Cc1nc(CSc2nsc(/C=C/N(C)C)c2C#N)cs1,-29%,?,-12%,7%,-7%,?,25µM*,12%
COC(=O)c1ccc(O)c(Sc2cc(C(=O)OC)ccc2O)c1,i,6%,1%,-3%,-20%[10 µM],?,?,-3%
CCCCOC(=O)C(C)Nc1n[nH]c(=S)[nH]c1=O (configuration not stated),11%,·,5%,-5%,8%,-6%,-15%,1%
CC1(C)CC(CC(=O)NNc2nc(-c3ccccc3)cs2)C(=O)O1 (configuration not stated),-1%,-1%,5%,-3%,·,4%,-5%,0%
COc1ccc(-c2cc(-c3ccc4c(c3)NC(=O)CO4)nc3c2COc2ccc(F)cc2-3)cc1,·,·,-4%,-2%,·,-1%,5%,-2%
COc1ccc(N2CCN(CC(=O)c3c(C)n(C)c4ccc(OC)cc34)CC2)cc1,-3%,·,5%,-6%,-3%[10 µM],-30%,?,1%
CCOc1ccc(CCNC(=O)c2cnc3c(-c4ccccc4)c(C)nn3c2C)cc1OCC,·,·,-2%,?,·,-8%,-14%,-3%
CCOC(=O)C(CCCOc1ccccc1)C(=O)OCC,-6%,·,1%,1%,-5%,-9%,-5%,-6%
CC(=O)NC1C(OC2OC(CC(O)C3OC([N+]4=CCC(=O)NC4=O)C(O)C3O)C(O)C(O)C2NC(=O)/C=C/CCCCCCCCC(C)C)OC(CO)C(O)C1O (configuration not stated),25%,·,8%,-2%,-169%[inhibitor],-10%,?,10%
Cc1cccc(C(=O)Nc2cc(-c3nc4cccnc4s3)ccc2C)c1,·,·,-7%,3%,·,-3%,4%,-1%
CCN1C2=NCCCN2c2cc(C)c(C)cc21,0%,11%,-4%,-5%,-15%,2%,4%,-2%
CC(C)CNCC(=O)N1c2ccccc2Sc2ccccc21,0%,8%,-4%,-2%,18%,0%,-4%,3%
Cc1ccc(C)c(-c2csc(NC(=O)c3cnccn3)n2)c1,0%,·,-5%,0%,-30%[inhibitor],-13%,-5%,6%
c1ccc2oc(-c3[nH]ncc3CN3CCSCC3)cc2c1,?,-21%,-10%,0%,-2%[10 µM],-17%,-10%,-4%
COc1ccc(CSCC(=O)Nc2ccccc2SC)cc1,-2%,11%,4%,-3%,21%[10 µM],-21%,?,-7%

smiles,RECQ1 inh,L3MBTL1 block,Tau fibril FP,TexasRed fluor,HTT cytoprotect,Tau fluor cs,Tau fibril ThT,TRb-SRC2 inh
c1ccc(-c2nc3ccccc3c3nc4ccccc4n23)cc1,-15%,3%,-4%,0%,38%[10 µM],-5%,-6%,-4%
COc1ccc(-c2cc(C(=O)Nc3c(Cl)cc(Cl)cc3Cl)c3ccccc3n2)cc1OC,15%,2%,-4%,0%,0%[10 µM],-2%,-2%,8%
Cc1ccc(NS(=O)(=O)c2ccc(C(=O)OCC(=O)NCC3CCCO3)cc2)cc1 (configuration not stated),-15%,0%,-13%,-2%,-2%,-10%,1%,-5%
Cc1nc2sc(C(c3ccco3)N3CCN(C(c4ccccc4)c4ccccc4)CC3)c(O)n2n1 (configuration not stated),-6%,?,-2%,-6%,-16%,6%,10%,1%
COc1ccc(C(C(=O)NC2CCCC2)N(Cc2ccc(F)cc2)C(=O)c2ccn[nH]2)cc1OC (configuration not stated),9%,1%,-7%,2%,-67%[inhibitor],3%,0%,-1%
CCC(Sc1nncn1C)C(=O)Nc1nnc(-c2ccccc2Cl)s1 (configuration not stated),1%,-7%,-5%,-5%,-4%,-5%,-4%,-1%
Cc1nn(-c2ccccc2)c(Cl)c1C(=O)Nc1nnc(C2CCCC2)s1,-19%,-27%[11.4 µM],1%,-1%,-24%[10 µM],-11%,?,-29%
Cc1ccc(-c2nnc(N3CCN(C(=O)CSc4ncn[nH]4)CC3)c3ccccc23)cc1,1%,1%,4%,1%,14%[10 µM],1%,-3%,-5%
COC(=O)c1cccc(Oc2nc3c(c(=O)n(C)c(=O)n3C)n2C(C)C)c1,-6%,·,4%,-4%,-12%,-5%,-8%,-4%
CCOc1ccc(N=c2scc(-c3ccc(OC)cc3)n2CCO)cc1,4%,?,-2%,-2%,18%[10 µM],3%,4%,7%
Cc1ccc(Nc2nc(-c3c(C)n(C)n(-c4ccccc4)c3=O)c(C)s2)cc1,-8%,-2%,10%,-6%,14%,-14%,-15%,4%
COc1ccc(C(=O)CSc2nnc(-c3ccccn3)n2Cc2ccco2)cc1,-20%,-10%,-2%,0%,-12%[0.074 µM],-1%,-12%,-25%
O=c1c2c(nc3cc(-c4ccccc4)[nH]n13)CCC2,i,-1%,0%,-2%,-63%[inhibitor],-2%,?,-19%
NC(=O)c1cc[n+](CC2=C(C(=O)O)N3C(=O)[C@@H](NC(=O)[C@H](c4ccccc4)S(=O)(=O)[O-])[C@@H]3SC2)cc1,-5%[25.9 µM],·,·,-2%[53 µM],?,·,·,0%[53 µM]
O=[N+]([O-])c1ccc2c(c1)N([O-])C1(CCCCC1)[N+]2=O,-2%,-3%,11µM*,-5%,4%[10 µM],?,3.5µM*,-2%

smiles,RECQ1 inh,L3MBTL1 block,Tau fibril FP,TexasRed fluor,HTT cytoprotect,Tau fluor cs,Tau fibril ThT,TRb-SRC2 inh
CCOc1ccc(N2C(=O)c3ccccc3C2=O)cc1,-1%,·,0%,-4%,-23%,-3%,3%,-5%
Cc1n[nH]c(=S)n(/N=C/c2ccccn2)c1=O,i,21%,0%,0%,-2%,-8%,-3%,4%
O=C(Nc1cccc(O)c1)C(Cc1ccccc1)N1C(=O)c2cccc3cccc(c23)C1=O (configuration not stated),-3%,12%,?,-1%,16%[10 µM],-17%,11%,5%
CCCCC(=O)Nc1nnc(-c2ccc(OC)cc2)s1,i,-2%,-2%,-7%,-18%[10 µM],0%,6%,2%
CC1CCN(S(=O)(=O)c2cc3c4c(c2)CC(=O)N4CCC3)CC1,·,·,?,-2%,·,-10%,1%,0%
NC(=O)c1ccc(NC(=O)C2CC2)cc1,-10%,·,-10%,-2%,-94%[inhibitor][10 µM],-9%,-2%,-11%
CSc1nnc(NC(=O)c2ccc(S(=O)(=O)N(C)C)cc2)s1,i,·,-8%,1%,-128%[inhibitor],-14%,-11%,-5%
O=C1C2C3C=CC(CO)(O3)C2C(=O)N1c1ccccc1-c1ccccc1 (configuration not stated),-9%,0%,-7%,0%,-136%[inhibitor],-11%,?,1%
COC(=O)C1=NNC2C(=O)N(c3ccc(C)cc3)C(=O)C12 (configuration not stated),-1%,-2%,1%,-11%,8%[10 µM],3%,8%,-4%
CCOc1ccc(S(=O)(=O)n2ccnc2)c2ccccc12,-6%,·,-4%,-2%,21%,-2%,-8%,-6%

# Source: PubChem (National Center for Advancing Translational Sciences (NCATS))
